From PubChem BioAssay
D2 antag – HTS Assay for Allosteric Antagonists of the Human D2 Dopamine Receptor: Primary Screen for Antagonists. D(2) dopamine receptor (Homo sapiens), P14416. HEK293 TREx D2 cells, calcium flux, dopamine EC80. inhibition, % at 10 µM. 340,000 tested, 2% active. AID 485344, 2010; in the data active means inhibition above about 30%; further: 0% is about no effect
Target sequence (P14416 whole entry, looked up): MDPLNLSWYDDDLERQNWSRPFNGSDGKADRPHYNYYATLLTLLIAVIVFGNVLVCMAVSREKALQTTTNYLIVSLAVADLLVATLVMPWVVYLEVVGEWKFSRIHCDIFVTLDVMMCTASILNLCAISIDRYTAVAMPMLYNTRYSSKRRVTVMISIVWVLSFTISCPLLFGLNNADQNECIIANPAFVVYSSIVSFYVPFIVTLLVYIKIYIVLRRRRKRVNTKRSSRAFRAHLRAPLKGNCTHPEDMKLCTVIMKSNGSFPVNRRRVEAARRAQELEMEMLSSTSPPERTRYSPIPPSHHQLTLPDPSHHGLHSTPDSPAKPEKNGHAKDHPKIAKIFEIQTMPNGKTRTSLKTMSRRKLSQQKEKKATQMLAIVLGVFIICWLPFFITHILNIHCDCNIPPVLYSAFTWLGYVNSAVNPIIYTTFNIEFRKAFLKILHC
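Overnight-induced (tetracycline, 30 C) HEK293 T-REx cells carrying force-coupled D2 receive a no-wash calcium dye, then compound, then EC80 dopamine at 180 s; signals are read kinetically throughout.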
rTrxR1 inhibitor – qHTS Assay for Inhibitors of Mammalian Selenoprotein Thioredoxin Reductase 1 (TrxR1): qHTS | Thioredoxin reductase 1, cytoplasmic (Rattus norvegicus), O89049 | recombinant rTrxR1, NADPH fluorescence consumption, selenite substrate | Potency, µM (highest dose often 114 µM), inactives show at the highest dose activity change, negative = inhibition, most hits filed as inhibitors | 390,000 tested, 1% active; further: potency means the concentration at half of the fitted maximal effect; on the % scale 0 is the no-effect control and ±100 the full control effect; nearly all actives have a fitted effect of over 65% in size
Target sequence (O89049 whole entry, looked up): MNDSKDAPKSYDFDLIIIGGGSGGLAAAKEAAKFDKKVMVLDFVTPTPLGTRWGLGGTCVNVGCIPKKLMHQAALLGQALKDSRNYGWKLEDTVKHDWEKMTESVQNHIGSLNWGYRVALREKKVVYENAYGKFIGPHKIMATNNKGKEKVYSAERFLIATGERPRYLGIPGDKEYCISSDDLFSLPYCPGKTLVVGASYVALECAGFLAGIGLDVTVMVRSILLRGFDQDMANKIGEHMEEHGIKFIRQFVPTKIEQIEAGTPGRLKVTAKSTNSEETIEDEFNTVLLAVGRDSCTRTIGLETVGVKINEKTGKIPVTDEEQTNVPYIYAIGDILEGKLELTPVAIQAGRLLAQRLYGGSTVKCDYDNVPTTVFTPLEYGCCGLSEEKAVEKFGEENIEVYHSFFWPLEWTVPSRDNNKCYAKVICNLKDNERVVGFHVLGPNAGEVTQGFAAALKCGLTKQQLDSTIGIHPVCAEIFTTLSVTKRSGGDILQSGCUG
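Rat TrxR1 (90 nM in the dispensed reagent) was pre-reduced with 400 uM NADPH for 5 min at room temperature, then incubated with compound for 15 min. After 400 uM selenite was added, NADPH fluorescence (Ex 340/Em 450 nm) was followed for 8 min.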
TRHR ag – qHTS for Small Molecule Agonists and Allosteric Enhancers of Human TRH Receptor: Primary Screen for Agonists | activation, % at 2 µM | Thyrotropin-releasing hormone receptor (Homo sapiens), P34981 | TRHR cells, calcium flux fluo-8, FDSS agonist mode | 360,000 tested, 0.18% active; in the data active means activation above about 30%; further: 0% is about no effect
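Read-out: compound-evoked intracellular calcium rise in TRHR cells, fluo-8 dye, kinetic FDSS fluorescence at 1 s/cycle following a 10-cycle baseline. Cells cultured overnight before dye loading (30 min–1.5 h, RT).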
TrxR1 substrate – qHTS Assay for Substrates of Mammalian Selenoprotein Thioredoxin Reductase 1 (TrxR1): qHTS. Thioredoxin reductase 1, cytoplasmic (Rattus norvegicus), O89049. purified TrxR1 substrate turnover, NADPH consumption readout. Potency, µM (doses to about 114 µM), inactives show at the top dose activity change, negative = substrate turnover. 390,000 tested, 0.01% active; further: potency means the concentration at half of the fitted maximal effect; on the % scale 0 is the no-effect control and ±100 the full control effect; nearly all actives have a fitted effect of over 50% in size
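Rat TrxR1, dispensed at 90 nM, was prereduced with 400 uM NADPH (final) for 5 min at ~22 deg C, then incubated with compound 15 min before 400 uM selenite. A first-read NADPH fluorescence drop versus no-compound background flagged substrates.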
USP1 inh – Inhibitors of USP1/UAF1: Primary Screen | Potency, µM (highest dose often 57.1 µM), without a hit: top-dose activity change, negative = inhibition, most hits filed as inhibitors | 390,000 tested, 0.23% active | recombinant USP1/UAF1, Ub-Rhodamine cleavage fluorescence | AID 743255, 2014; further: potency means the concentration at half of the fitted maximal effect; on the % scale 0 is the no-effect control and ±100 the full control effect; nearly all actives have a fitted effect of over 60% in size; inactives centre near -12
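USP1/UAF1 complex (1 nM) preincubated 15 min at room temperature with compound, then Ub-Rho substrate (150 nM final) added. Kinetic fluorescence at 480/540 nm over 6 reads at 60 s intervals; 50 mM HEPES pH 7.8, 0.5 mM EDTA, 0.1 mg/ml BSA, 1 mM TCEP, 0.01% Tween-20.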
TRHR enhancer – qHTS for Small Molecule Agonists and Allosteric Enhancers of Human TRH Receptor: Primary Screen for Enhancers | enhancement, % at 2 µM | 360,000 tested, 0.66% active | AID 493056, 2011 | TRHR cells, fluo-8 calcium fluorescence, EC20 TRH enhancement; in the data active means enhancement above about 30%; further: 0% is about no effect
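TRHR-expressing cells loaded with fluo-8 calcium dye were read kinetically (ex 480/em 530) during compound addition, then stimulated with an EC20 of TRH (10 nM final). Enhancement of the Gq-mediated intracellular calcium response was scored.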
IDH1 R132H inh – qHTS for Inhibitors of mutant isocitrate dehydrogenase 1 (IDH1): qHTS. Isocitrate dehydrogenase [NADP] cytoplasmic (Homo sapiens), O75874. IDH1-R132H enzyme, NADPH consumption, diaphorase/resazurin fluorescence. Potency, µM (series often up to 76.6 µM), for the others: at the top dose activity change, negative = inhibition, usual class: inhibitors. 390,000 tested, 0.093% active. AID 602179, 2012; further: potency means the concentration at half of the fitted maximal effect; on the % scale 0 is the no-effect control and ±100 the full control effect; nearly all actives have a fitted effect of over 65% in size
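IDH1-R132H (0.5 ug/mL dispensed) in pH 7.5 Tris buffer was preincubated 30 min with compound, then given a substrate mix of 0.016 mM NADPH and 2 mM alpha-KG for 80 min at room temperature; remaining NADPH was read by diaphorase/resazurin fluorescence.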
Pin1 inh – qHTS Assay to Find Inhibitors of Pin1; Peptidyl-prolyl cis-trans isomerase NIMA-interacting 1 (Homo sapiens), Q13526; Pin1 FP peptide displacement, HiFluor488, 10 min; AID 504891, 2011; 390,000 tested, 0.009% active; Potency, µM (doses to about 115 µM), inactives show at the highest dose activity, negative = inhibition, actives largely listed as inhibitors; active means well fitted inhibition curve with a large enough effect in the polarisation, with a control signal flat, not every such curve was filed as active; inconclusive means small, poorly fitted or top-dose-only effect, or effect the other way, or a change in a side signal; inactive means no such curve, though single readings can be large or run the other way; the % refers to the polarisation; further: potency means the concentration at half of the fitted maximal effect; on the % scale 0 is the no-effect control and ±100 the full control effect
D2 ag – HTS Assay for Allosteric Agonists of the Human D2 Dopamine Receptor: Primary Screen for Agonists; D(2) dopamine receptor (Homo sapiens), P14416; HEK293 T-REx D2 cells, calcium flux agonist mode; activation, % at 2 µM; 340,000 tested, 0.53% active; AID 485358, 2010;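 active means activation over 3 SD above normal in the single-dose calcium agonist read, cut at about 30% in these data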; further: 0% is about no effect
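Tetracycline-induced HEK293 Trex cells with D2 receptor force-coupled to calcium signaling, plated overnight at 30 C and loaded with no-wash calcium dye. Calcium flux read kinetically for 180 s after compound addition; responses flag agonists.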
Numbers without * were called inactive; ? = inconclusive; . = no result given; [ ] = remark or other dose. Unless noted, the call rests on the fitted dose curve; in most records, active means well fitted inhibition curve with a large enough effect; inconclusive means small, poorly fitted or top-dose-only effect; inactive means no such curve, though single readings can be large or run the other way.

SMILES	D2 antag	rTrxR1 inhibitor	TRHR ag	TrxR1 substrate	USP1 inh	TRHR enhancer	IDH1 R132H inh	Pin1 inh	D2 ag
COc1cc(OC)cc(C(=O)NCC(=O)OCC(=O)N2c3ccccc3NC(=O)C2(C)C)c1	20	17%[57.1 µM]	-1.6	-4%	-9%	2	11%	-12%	-0.7
Cc1ccc(C(=O)N/N=C\c2ccc(-c3ccc(Cl)cc3)o2)cn1	18	18%	0.7	3%	-20%	3	-1%	27%	0.6
Cc1ccc(C)c(NC(=O)CN(C)C(=O)CSC(C)C(=O)Nc2cc(C)on2)c1 (centres undefined)	-5	24%	-0.4	5%	5%	5	1%	-13%	-0.1
Cc1ccc(OCC(=O)Nc2c(C(=O)c3ccc(Cl)cc3)oc3ccccc23)cc1C	.	26%	-0.2	2%	7%	-1	-17%	-9%	-0.5
C/C(=N\NC(=O)COc1ccc(C)cc1C(C)C)c1cc2ccccc2o1	3	24%	-0.8	3%	-12%	7	0%	-8%	-1.2
CCNC(=S)N1CCN(CCN2C(=O)c3cccc4cccc(c34)C2=O)CC1	44*	12%[57.1 µM]	-0.8	1%[57.1 µM]	-3%	-10	-4%	5%	-0.1
CC(C)N(C(=O)C[n+]1ccc(/C=N/O)cc1)C(C)C	1	6%	2.0	-4%	-9%	-3	-3%	6%	1.0
COC(=O)c1cc2oc3ccccc3c2n1Cc1ccc(C)cc1	.	106%[activator]	0.4	86%[activator]	-18%	1	.	0%	0.3
Cc1noc(C)c1COc1ccc(C(=O)NCC(c2c(F)cccc2Cl)N(C)C)cc1 (centres undefined)	-9	-15%	-0.2	-6%	-15%	-3	-1%	8%	0.7
COCCN(C(=O)c1ccco1)c1nnc(-c2ccc(OC)cc2)s1	-16	-5%[57.1 µM]	-0.4	-6%[57.1 µM]	-14%	2	8%	?	-0.3
O=c1oc2ccc(Cl)cc2cc1-c1nnc(Nc2cccc(C(F)(F)F)c2)s1	16	24%	0.8	0%	-1%	0	-9%	?	1.7
Cc1ccc(NC(=S)N2CCCC(c3nc4ccc(C)cc4[nH]3)C2)c(C)c1 (centres undefined)	-19	29%	-0.7	13%	-9%	-3	-3%	1%	0.8
NC(=NCCc1ccccc1)NS(=O)(=O)c1ccccc1	8	5%	0.0	-1%	-20%	1	2%	-5%	-0.5
COc1cc(-c2nnc(-c3ccc(N4CCOCC4)cc3)o2)cc(OC)c1OC	6	32%	-1.0	89%[activator]	0%	5	7%	0%	-0.6
Cc1ccc(NC(=O)Cn2cc(S(=O)(=O)N3CCCC3)c(S(=O)(=O)N3CCCC3)c2)cc1F	.	5%	1.3	-12%	?	32*	19%	-5%	.
Cc1cc(C)cc(NC(=O)CCc2c(C)nc3c(c2C)c(=O)n(C)c(=O)n3C)c1	.	52%[activator]	0.0	12%	-17%	2	7%	-5%	-1.3
O=C(NCc1ccc(Cl)cc1)c1cnc(N2CCCCC2)c2ccccc12	.	25%[57.1 µM]	-0.2	-2%[57.1 µM]	?	1	-10%	12%	-0.6
COc1ccc(CCNC(=O)c2ccc(NC(=O)CC3SC(N4CCCC4)=NC3=O)cc2)cc1 (centres undefined)	.	2%	0.0	-4%	-16%	-2	1%	0%	.
O=C(COC(=O)c1cc(Br)ccc1O)c1ccc(F)cc1	.	12%[57.1 µM]	.	9%[57.1 µM]	-14%	.	-2%	-2%	.
COc1ccccc1NS(=O)(=O)c1cccc(C(=O)NCC2(N(C)C)CCCCC2)c1	19	5%	0.8	3%	2%	-3	-3%	8%	-0.5
Cc1ccc(N2CCN(C(=O)c3cnn(-c4ccc(F)cc4F)c3C3CCN(C(=O)OC(C)(C)C)CC3)CC2)c(C)c1	.	3%	2.1	-14%	-32%	13	-26%	?	3.0
CCOc1ccc(N2CC(C(=O)Nc3cc(Cl)ccc3-n3cncn3)CC2=O)cc1 (centres undefined)	-26	-12%	0.1	-15%	1%	7	3%	1%	-0.3
Fc1ccc(CSc2ccc(-c3cccs3)nn2)cc1	4	-5%	2.5	-6%	-23%	-5	4%	0%	1.4
COc1ccccc1C(=O)COC(=O)c1ccc(-n2cnnn2)cc1	-8	-8%	0.1	-11%	-13%	4	10%	7%	-0.3
CC(C)(C)N1C(=O)c2ccccc2NC(=O)N1Cc1ccccc1	14	4%	-0.6	-2%	-15%	-4	-3%	2%	-1.3

Looked up one by one from the entries so far:
SMILES	D2 antag	rTrxR1 inhibitor	TRHR ag	TrxR1 substrate	USP1 inh	TRHR enhancer	IDH1 R132H inh	Pin1 inh	D2 ag
Cc1ccc(OCC(=O)Nc2c(C(=O)c3ccc(Cl)cc3)oc3ccccc23)cc1C	.	26%	-0.2	2%	7%	-1	-17%	-9%	-0.5
Cc1ccc(C(=O)N/N=C\c2ccc(-c3ccc(Cl)cc3)o2)cn1	18	18%	0.7	3%	-20%	3	-1%	27%	0.6
CC(C)N(C(=O)C[n+]1ccc(/C=N/O)cc1)C(C)C	1	6%	2.0	-4%	-9%	-3	-3%	6%	1.0
COc1ccc(CCNC(=O)c2ccc(NC(=O)CC3SC(N4CCCC4)=NC3=O)cc2)cc1 (centres undefined)	.	2%	0.0	-4%	-16%	-2	1%	0%	.
COCCN(C(=O)c1ccco1)c1nnc(-c2ccc(OC)cc2)s1	-16	-5%[57.1 µM]	-0.4	-6%[57.1 µM]	-14%	2	8%	?	-0.3

More entries
SMILES	D2 antag	rTrxR1 inhibitor	TRHR ag	TrxR1 substrate	USP1 inh	TRHR enhancer	IDH1 R132H inh	Pin1 inh	D2 ag
O=C(O)CCC(=O)Nc1cccc(-c2csc(-c3ccccc3)n2)c1	-1	5%	-0.2	-3%	-8%	0	0%	2%	0.3
COc1cccc(CN(C)S(=O)(=O)c2ccccc2Br)c1	.	-6%	.	-11%	?	.	3%	-2%	.
OC(CN(Cc1ccccc1)Cc1ccccc1)c1ccccc1 (centres undefined)	.	-3%[2.29 µM]	.	-5%[2.29 µM]	7%	.	0%	1%	.
CC(C)c1ccccc1NC(=O)CN1C(=O)c2cccc3cccc1c23	.	14%	-0.4	38%[activator]	-18%	0	-2%	1%	-0.4
COc1cccc(OC)c1C(=O)NC(=S)N1CCCCC1c1cccnc1 (centres undefined)	9	?	-0.6	-11%	23%	-3	-8%	2%	1.3
COCc1nc2ccccc2n1Cc1ccccc1Br	0	11%	-0.8	10%	-19%	4	7%	-8%	1.5
Cc1c(NC(=S)NC(=O)CC(C)C)c(=O)n(-c2ccccc2)n1C	.	23%	0.6	0%	-21%	0	9%	-5%	.
Cc1coc2cc3oc(=O)c(CCC(=O)N[C@@H](CCCNC(N)=O)C(=O)O)c(C)c3cc12	-5	7%	0.3	28%	-5%	-2	2%	-9%	0.6
CN(C)CCCNC(=O)CC1C[C@H](C(=O)N2CCCCC2)[C@@]2(CCc3ccccc3)c3[nH]c4ccccc4c3CCN2C1=O (some centres undefined)	.	14%	.	3%	-25%	.	12%	1%	.
CCc1nnc(NS(=O)(=O)c2ccc(NC(=S)Nc3ccc(F)cc3)cc2)s1	2	-4%	0.8	-8%	-2%	5	-2%	0%	0.3
COc1ccc(CNC(=O)CN2C(=O)C3C4C=CC(C4)C3C2=O)cc1 (centres undefined)	-5	16%	0.0	7%	-17%	1	7%	-8%	0.0
Fc1ccc2[nH]c(-c3cccs3)cc2c1	.	-7%	1.8	29%	-4%	-1	-19%	13%	-0.3
Cc1cc(N/C=C\c2nnnn2-c2ccc(F)cc2)no1	.	-10%	-0.2	-4%	-9%	-1	10%	0%	.
O=C(CCS(=O)(=O)c1cccc2nonc12)NCc1ccc(Cl)cc1	-13	?	-0.4	10%[57.1 µM]	-16%	-5	-1%	-1%	-0.5
COC(=O)c1ccc(NCCc2csc(-c3ccc(C)cc3)n2)c([N+](=O)[O-])c1	-14	-5%	0.8	1%	-19%	3	8%	0%	1.5
Cc1ccc(S(=O)(=O)Cn2nnnc2C(c2ccc(F)cc2)N2CCCCC2)cc1 (centres undefined)	-3	8%[57.1 µM]	0.5	2%[57.1 µM]	-16%	7	3%	0%	-0.8
O=C(CCc1ccccc1)NNC(=O)CCc1ccccc1	7	20%	-1.5	6%	-14%	5	1%	-4%	-0.5
Cc1cccc(C(=O)N(Cc2nc(-c3ccc(Cl)cc3)no2)C(C)C)c1	.	14%[57.1 µM]	0.7	7%[57.1 µM]	-4%	4	1%	0%	.
CCOC(=O)c1c(C)[nH]c(C)c1C=O	-1	14%[57.1 µM]	0.1	-7%	-12%	-1	0%	-3%	0.4
O=C(COC(=O)CCSc1ccccc1)Nc1ccccc1Br	.	15%	.	2%	-14%	.	1%	4%	.
Cc1[nH]c2ccc(-c3n[nH]c(=S)n3C)cc2c1C	4	4%	-0.2	17%	-21%	-1	2%	-4%	0.3
COc1cccc(CNc2ccc(C(=O)O)cc2)c1OCc1ccccc1	9	16%[57.1 µM]	0.2	7%[57.1 µM]	-11%	-2	-3%	-1%	-0.3

Some of the compounds tested; the hit share may differ from the screen's.
